High-throughput results deposited in PubChem BioAssay by several laboratories.
EP2 modulator: EP2 receptor (human) modulation. P43116. EP2-expressing cells, cAMP HTRF FRET, PGE2 co-stimulation. induction, % at 25 µM. 260,000 compounds, 0.83% hits;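 active means compounds whose cAMP rise, as percent of the full-agonist control response, exceeds 60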;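 further: rat C6 glioma line stably carrying human EP2 under a CMV promoter; the protocol text gives 20 µM as final concentration; 100% = response of wells given 1 µM PGE2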
Runt-CBFb FRET: Runt domain-CBFb interaction inhibition | Q01196+Q13951 | 220,000 compounds, 0.46% hits | Cerulean-Runt/Venus-CBFb FRET ratio 530/480, 1 h | inhibition, % at 20 µM;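 active means inhibition over about 50% at 20 µM in the single-dose screen, limit read from the data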;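 further: 0% = DMSO wells and 100% = excess unlabeled CBFb competitor control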
Target sequence (Q01196 whole entry, looked up, the tested form may be a part): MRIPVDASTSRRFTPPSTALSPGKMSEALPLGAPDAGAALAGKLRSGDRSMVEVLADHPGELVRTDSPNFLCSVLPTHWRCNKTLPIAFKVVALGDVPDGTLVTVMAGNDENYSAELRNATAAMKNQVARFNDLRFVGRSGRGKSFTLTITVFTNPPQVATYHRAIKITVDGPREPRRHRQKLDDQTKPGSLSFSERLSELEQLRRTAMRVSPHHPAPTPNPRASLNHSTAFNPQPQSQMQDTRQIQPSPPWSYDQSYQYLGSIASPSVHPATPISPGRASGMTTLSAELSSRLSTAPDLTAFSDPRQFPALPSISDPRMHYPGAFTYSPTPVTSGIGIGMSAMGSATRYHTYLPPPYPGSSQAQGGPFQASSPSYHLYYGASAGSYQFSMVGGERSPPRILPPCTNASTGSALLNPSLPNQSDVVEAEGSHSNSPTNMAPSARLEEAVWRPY
Target sequence (Q13951 whole entry, looked up, the tested form may be a part): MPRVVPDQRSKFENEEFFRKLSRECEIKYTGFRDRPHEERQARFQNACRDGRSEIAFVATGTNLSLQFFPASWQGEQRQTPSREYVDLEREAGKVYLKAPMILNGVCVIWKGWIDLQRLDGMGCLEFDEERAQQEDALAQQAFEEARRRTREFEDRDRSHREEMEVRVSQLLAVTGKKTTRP
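Reagent – Venus-CBFb binding partner, 100 nM · Assay system – Cerulean-tagged RUNX1 Runt domain (FRET donor) fusion protein · Input – 100 nM per protein · Incubation – two 1 h room-temperature incubations shielded from light · Measured by – FRET fluorescence · Medium – Tris buffer pH 7.5 with salts and BSA · Benchmarks – unlabeled CBFb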
Runt-SMMHC FRET: inhibitors of human RUNX1 Runt domain binding to CBFb-SMMHC. Cerulean-Runt/Venus-CBFb-SMMHC FRET ratio 530/480, 1 h. 220,000 compounds, 0.74% hits. Q01196+Q13951. inhibition, % at 20 µM. AID 1434;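 active means mean inhibition across duplicate retests at 20 µM reaching about 50%, limit read from the data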;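 further: 0% = DMSO wells and 100% = wells with excess untagged CBFb-SMMHC; inhibitors lower the FRET ratio by blocking Runt binding to CBFb-SMMHC; some results filed as inactive read as strong as hits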
L929 necroptosis: blocks zVAD induced death of L929 cells; L929 zVAD necroptosis rescue, ATP luminescence, 24 h; with zVAD 60 µM; viability rescue, % at 10 µM; 220,000 compounds, 0.38% hits; AID 1377;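 active means activation, scaled between plate controls, above about 75%, limit read from the data; inactive means activation under that limit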;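 further: 0% = zVAD with DMSO and 100% = DMSO alone without zVAD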
RBBP9 inhibitor: human RBBP9 hydrolase inhibition. O75884. recombinant RBBP9, FP-Rh probe fluorescence polarization. inhibition, % at 7.94 µM. 220,000 compounds, 0.2% hits. AID 1515;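 active means inhibition above the campaign mean of all tested compounds plus 3 SD, cut at about 14% in these data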;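 further: plate controls were DMSO wells with RBBP9 for no effect and wells lacking RBBP9 protein for full effect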
Target sequence (O75884 whole entry, looked up): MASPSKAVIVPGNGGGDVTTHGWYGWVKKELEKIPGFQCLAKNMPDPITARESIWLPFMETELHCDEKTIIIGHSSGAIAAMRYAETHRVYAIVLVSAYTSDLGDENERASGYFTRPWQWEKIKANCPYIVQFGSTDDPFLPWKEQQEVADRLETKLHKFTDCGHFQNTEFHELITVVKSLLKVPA
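Controls: DMSO-treated enzyme wells and wells lacking RBBP9 | Material: RBBP9 protein | Technique: Fluorescence polarization | Replication: Single well per compound, no replicates | Buffer or medium: Tris-NaCl-Pluronic buffer, pH 8.0 | Timing: 30 min compound preincubation, 45 min probe labeling, 25 °C | Read-out basis: Percent inhibition from mP, scaled between DMSO and no-protein wells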
PERK inh: blocks human PERK kinase; Q9NZJ5; CHO PERK-DD fusion, SEAP luminescence translation reporter; inhibition, % at 5.6 µM; 220,000 compounds, 0.17% hits; AID 1416;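 active means inhibition above the mean inhibition of all tested compounds plus 3 SD, set separately per screening campaign, cut at about 2.9% in these data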;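 further: PERK kinase domain activated by AP20187 dimerizer at 100 nM; 0% = DMSO with dimerizer and 100% = rapamycin at 8.4 µM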
TNF necrop inh: blocks TNF-alpha induced death of Jurkat FADD-/- cells. Jurkat FADD-/- TNF necroptosis rescue, ATP luminescence, 24 h; 0 = TNF only, 100 = no-TNF cells. activation (protection from cell death), % at 10 µM. 220,000 compounds, 0.068% hits;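 active means activation, meaning protection from cell death, of at least 50% relative to plate controls; inactive means activation below 50%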;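 further: necroptosis triggered by 40 ng/mL TNF-alpha added together with compound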
EP2 antag: blocks the human prostaglandin E2 receptor EP2 | P43116 | C6 glioma cells expressing human EP2, cAMP TR-FRET; cells stimulated with saturating PGE2 | inhibition, % at 25 µM | 260,000 compounds, 0.52% hits | AID 1422;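 active means percent inhibition above 40 after rounding to a whole number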;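 further: rat C6 glioma host cells with rolipram phosphodiesterase inhibitor present; the protocol text gives 20 µM as final concentration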
Hck Nef HTS: blocks Nef-activated human Hck kinase; P08631; Recombinant Hck-YEEI plus Nef, Z-Lyte FRET kinase assay; inhibition, % at 20 µM; 220,000 compounds, 0.68% hits;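 active means Hck-Nef kinase inhibition above about 50%, limit read from the data; inactive means inhibition below that limit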;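 further: 0% = DMSO with Hck plus Nef and 100% = Hck alone without Nef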
Active calls of the source: *; x = no result given; & = joins results of further samples.

Sequence of screens – Runt-SMMHC FRET	RBBP9 inhibitor	L929 necroptosis	EP2 antag	TNF necrop inh	PERK inh	Hck Nef HTS	Runt-CBFb FRET	EP2 modulator
- COC(=O)c1cc(OC)c(OC)cc1NC(=O)CSc1ccc(C)cc1
→ -10	-5	0.4	8	0.1	1.5	2	-3	24
- O=C(Cc1ccccc1)Nc1nnc(SCC(=O)NC2CCCC2)s1
→ -2	0	0.7	3	1.7	1.4	12	2	21
- COc1ccc(S(=O)(=O)N2CCCC2)cc1C(C)C
→ -2	6	1.1	15	-0.3	0.8	7	-2	21
- COCCCNC(=O)c1c(-c2ccccc2)noc1C
→ -4	4	-0.4	13	0.2	-0.5	-1	0	5
- CCOC(=O)/C(=N\Nc1ccccc1[N+](=O)[O-])c1csc(N)n1
→ -3	-1	0.2	4	-3.0	0.3	-20	-5	53
- CCOC(=O)C1=C(C)NC(C)=C(C(=O)OC)C1c1cccc([N+](=O)[O-])c1 (stereo unspecified)
→ 3&0	-4&-5	0.6	21&13&8	0.5	-1.1&0.5	-3	-4&1	30&11&19
- C#CCOCCOCCOCCNc1nc(N2CCN(C(=O)[C@H](CCC(=O)O)n3cc(C(N)Cc4ccc(O)cc4)nn3)CC2)nc(N2CCN(C(=O)[C@H](CCCCN)n3cc(C(N)[C@H](C)CC)nn3)CC2)n1 (stereo partly specified)
→ -6	x	0.2	2	0.7	x	13	0	2
- CC(=O)Nc1ccc(S(=O)(=O)n2cnc3cc(C)c(C)cc32)cc1
→ 0	-4	0.6	x	-6.0	0.2	4	1	18
- COc1ccc(NC2=CC(c3ccc(OC)cc3)N(c3ccc(OC)cc3)C2=O)cc1 (stereo unspecified)
→ 0	-6	1.4	10	-2.6	0.4	-8	-2	37
- CCCOP(=O)(c1ccc(N(C)C)cc1)C(O)c1cccnc1 (stereo unspecified)
→ 4	-7	0.0	2	-0.8	0.9	1	0	28

Just Runt-SMMHC FRET, PERK inh and EP2 antag (two entries from above):
canonical_smiles	Runt-SMMHC FRET	PERK inh	EP2 antag
C#CCOCCOCCOCCNc1nc(N2CCN(C(=O)[C@H](CCC(=O)O)n3cc(C(N)Cc4ccc(O)cc4)nn3)CC2)nc(N2CCN(C(=O)[C@H](CCCCN)n3cc(C(N)[C@H](C)CC)nn3)CC2)n1 (stereo partly specified)	-6	x	2
O=C(Cc1ccccc1)Nc1nnc(SCC(=O)NC2CCCC2)s1	-2	1.4	3

(listing goes on)
Sequence of screens – Runt-SMMHC FRET	RBBP9 inhibitor	L929 necroptosis	EP2 antag	TNF necrop inh	PERK inh	Hck Nef HTS	Runt-CBFb FRET	EP2 modulator
- CCOC(=O)c1ccc(NC(=O)CSc2nnc(Cc3cccs3)n2C)cc1
→ -1	-4	1.4	10	-4.4	-1.4	2	-2	-6
- CCOc1ccc(N(CC(=O)Nc2nccs2)S(=O)(=O)c2c(C)noc2C)cc1
→ 4	-7	-0.3	14	0.5	-0.1	1	-1	12
- Cn1c(=O)c2c(nc(CN3CCC(C(N)=O)CC3)n2Cc2c(F)cccc2Cl)n(C)c1=O
→ -11	-17	-0.2	4	-11	-0.9	1	0	19
- CCOC(=O)Cn1ncc2c(=O)oc3ccccc3c21
→ -2	-7	0.3	10	0.4	1.5	0	-1	6
- CNC(=O)c1csc(-c2ccncc2)n1
→ 4	2	0.0	5	-1.9	2.2	2	0	6
- CCCN1C2CCCC1CC(NC(=O)NC1CCCCC1)C2 (stereo unspecified)
→ 0	-10	1.5	12	1.8	0.3	-1	-1	0
- COc1cc(/C=C/C(=O)O)cc(S(=O)(=O)Nc2ccccc2SC)c1OC
→ -18	3	0.5	7	0.9	1.1	4	0	13
- FC(F)(F)c1cccc(CN2CCC(c3cc(-c4cccs4)n[nH]3)CC2)c1
→ 0	-10	0.4	7	-12	-0.1	12	-3	-30
- CCN(CC)CCNC(=O)c1ccc(NC(=O)/C=C/c2cc(OC)c(OC)c(OC)c2)cc1
→ -1	-23	1.5	7	-0.9	-0.4	21	0	-47
- Cc1[nH]nc2c1C(c1ccccc1F)NC2=O (stereo unspecified)
→ -1	4	-0.4	8	0.1	1.7	22	1	10

The list continues:
Sequence of screens – Runt-SMMHC FRET	RBBP9 inhibitor	L929 necroptosis	EP2 antag	TNF necrop inh	PERK inh	Hck Nef HTS	Runt-CBFb FRET	EP2 modulator
- CC(C)CN(C(=O)CSc1nnc2ccccn12)c1c(N)n(CC(C)C)c(=O)[nH]c1=O
→ 4	-13	0.1	1	0.9	0.7	4	1	17
- COC(=O)C1=C(C)Nc2nc(SCc3ccccc3)[nH]c(=O)c2C1c1cccs1 (stereo unspecified)
→ 0	-11	x	5	0.5	0.0	-2	-5	18
- O=C1CC(N2CCCCCC2)C(=O)N1c1ccc(F)cc1 (stereo unspecified)
→ 5	-7	0.9	4	1.1	1.2	-9	7	4
- CC(=O)N(c1ccccc1)c1nc(/C=C/C(=O)O)cs1
→ 0	-2	1.6	5	0.5	0.8	-6	-2	9
- COc1ccc(C(=O)NNC(=O)C(NC(=O)c2ccccc2NC(=O)c2ccco2)C(C)C)cc1 (stereo unspecified)
→ 5	-90	-0.3	5	0.5	-0.9	2	-3	24
- O=C(NC(c1ccccc1)c1ccccc1)c1ccc(Br)o1
→ 2	-3	0.0	11	0.7	-1.4	1	0	24
- COc1ccc(N(C)C(=O)c2cc3c(s2)-c2ccccc2S(=O)(=O)C3)cc1
→ 0	-6	0.1	5	-4.1	-1.9	20	1	37
- COC(=O)c1c(C)[nH]c(C(=O)CC#N)c1C
→ -11	4	3.7	12	0.4	0.6	21	-2	18
- C#CCO[C@@H]1C[C@H](n2cnc3c(NC(=O)c4ccccc4)ncnc32)O[C@@H]1CO
→ 1	x	0.3	14	1.0	x	15	0	17
- COc1ccc(-n2c(Cn3nnc4ccccc43)n[nH]c2=S)cc1
→ 6	-5	0.0	1	0.5	0.1	5	8	10

(further entries)
Sequence of screens – Runt-SMMHC FRET	RBBP9 inhibitor	L929 necroptosis	EP2 antag	TNF necrop inh	PERK inh	Hck Nef HTS	Runt-CBFb FRET	EP2 modulator
- O=C(O)c1ccc(C(=O)O)c(C(=O)c2ccccc2)c1
→ -3	-4	0.7	7	0.6	1.2	0	0	1
- CCOCC(=O)Nc1cccc(-c2nc3cccnc3s2)c1C
→ -3	0	1.8	12	1.4	1.3	16	2	-2
- CC(=O)n1cc([C@@H]2C=C(C(=O)NCc3ccccc3)O[C@H](OCc3ccc(CO)cc3)C2)c2ccccc21
→ -3	x	0.9	12	-3.3	x	21	0	-7
- COC(=O)c1cn(NC(=O)c2ccc3c(c2)OCO3)c(=O)c2ccccc12
→ 2	-7	-0.7	8	0.1	-1.5	-7	0	17
- c1nnc(-c2ccc3c(c2)OCO3)o1
→ -2	-2	0.6	8	-0.5	1.0	-7	1	16
- Nc1ccc(N2CCN(c3ccc(F)cc3)CC2)cc1
→ -1	-3	-0.4	5	-9.8	0.6	7	9	-21
- Cc1ccc(CN2CCN(CC(=O)NC(C)CCc3ccccc3)C2=O)cc1 (stereo unspecified)
→ 1	-12	0.4	7	-2.4	-1.7	0	0	25
- CCOc1ccc(/C=N/NC(=O)Cc2cccs2)cc1
→ 2	-7	0.5	17	0.4	0.9	-5	2	-1
- Cc1cccc(OCc2nnc(SCn3nnc4ccccc4c3=O)o2)c1
→ -3	-8	1.0	12	1.2	0.1	-3	-5	-13
- COc1ccc(CCNc2ncnc3[nH]ncc23)cc1OC
→ -2	-6	0.8	23	-4.5	0.4	2	1	-4

Full records, looked up by structure:
Entry for Cc1ccc(CN2CCN(CC(=O)NC(C)CCc3ccccc3)C2=O)cc1 (stereo unspecified) = Runt-SMMHC FRET: 1; RBBP9 inhibitor: -12; L929 necroptosis: 0.4; EP2 antag: 7; TNF necrop inh: -2.4; PERK inh: -1.7; Hck Nef HTS: 0; Runt-CBFb FRET: 0; EP2 modulator: 25
Entry for CCOC(=O)C1=C(C)NC(C)=C(C(=O)OC)C1c1cccc([N+](=O)[O-])c1 (stereo unspecified) = Runt-SMMHC FRET: 3&0; RBBP9 inhibitor: -4&-5; L929 necroptosis: 0.6; EP2 antag: 21&13&8; TNF necrop inh: 0.5; PERK inh: -1.1&0.5; Hck Nef HTS: -3; Runt-CBFb FRET: -4&1; EP2 modulator: 30&11&19

Continuation.
Sequence of screens – Runt-SMMHC FRET	RBBP9 inhibitor	L929 necroptosis	EP2 antag	TNF necrop inh	PERK inh	Hck Nef HTS	Runt-CBFb FRET	EP2 modulator
- CC(C)(C)C(=O)CC1(O)C(=O)N(Cc2ccccc2)c2ccccc21 (stereo unspecified)
→ 1	-11	0.2	8	2.1	-1.3	6	3	29
- CCC(=O)Nc1ccc(N2CCN(C(=O)c3ccccc3C)CC2)cc1
→ 2	-2	-0.2	6	-0.1	-0.8	0	2	14
- Cc1nnc2sc(-c3cccc(NC(=O)c4cccnc4)c3)nn12
→ 1	-4	-0.1	6&4	-3.0	0.8	0	1	6&-10
- Cc1cc(C)c(NC(=O)CSc2nnc(-c3ccco3)n2N)c(C)c1
→ 2	-1	-0.1	4	-2.0	0.5	0	2	-3
- COc1ccc(S(=O)(=O)NCC2CCCN(C(=O)c3cccnc3)C2)cc1 (stereo unspecified)
→ -1	-9	8.1	7	1.0	0.5	16	0	14
- COC(=O)c1ccc2c(=O)n(CCCN3CCOCC3)c(=S)[nH]c2c1
→ 0	-10	-0.1	9	-2.4	0.2	8	1	-20
- Cc1cccc(NC(=S)NNC(=O)c2cccc([N+](=O)[O-])c2)c1
→ 3	-10	1.0	8	3.0	0.5	0	0	-12
- Cc1ccc(C(=O)NNc2ncnc3c2cnn3C)cc1
→ -1	-5	0.4	8	4.4	0.6	-3	2	8
- N#CCC(CNc1ncc(C(F)(F)F)cc1Cl)OC(=O)c1cccc(C(F)(F)F)c1 (stereo unspecified)
→ -2	-6	-0.1	12	0.9	-0.2	1	0	8
- Cc1ccc(-c2cc(C(=O)NCCCN3CCOCC3)no2)cc1
→ 3	-8	1.1	12	-1.6	-0.1	0	2	-13
- CCCCc1c(O)nc2n(c1=O)CCS2
→ -2	-3	-0.1	1	-1.2	-0.1	0	-2	23
- O=c1c2ccccc2nc(-c2ccccc2Cl)n1O
→ 1	-6	0.4	3	-0.5	0.8	21	1	29

An excerpt, so the mix of outcomes need not match the whole.
